Screening data (PubChem)
NTR1 ag – NTR1-driven beta-arrestin-GFP spot formation – imaging, U2OS cells, high content, primary screen (AID 493036); P30989; agonist mode; activation, % at 20 µM; 330,000 tested, 0.17% active;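 active means activation at or above 40% of the spot to cytoplasm intensity ratio, with at least 20 cells analyzed; inconclusive means wells under 20 cells, flagged as cytotoxic or low count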;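 further: 0% = DMSO without peptide and 100% = 100 nM NTR1 peptide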
Target sequence (P30989 whole entry, looked up): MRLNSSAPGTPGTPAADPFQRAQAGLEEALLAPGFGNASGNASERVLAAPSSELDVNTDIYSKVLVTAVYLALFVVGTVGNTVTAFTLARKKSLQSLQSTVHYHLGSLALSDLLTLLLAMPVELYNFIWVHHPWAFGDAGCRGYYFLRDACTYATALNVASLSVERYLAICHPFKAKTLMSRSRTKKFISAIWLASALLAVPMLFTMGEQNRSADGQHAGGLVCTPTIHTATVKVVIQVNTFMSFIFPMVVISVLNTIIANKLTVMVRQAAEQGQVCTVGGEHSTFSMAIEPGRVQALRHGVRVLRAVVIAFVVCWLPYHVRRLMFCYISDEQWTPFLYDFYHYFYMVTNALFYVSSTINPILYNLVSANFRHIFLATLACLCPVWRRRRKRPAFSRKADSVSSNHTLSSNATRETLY
GPR55 activation – GPR55 agonists via beta-arrestin recruitment, primary screen, imaging, U2OS cells, beta-arrestin-GFP redistribution (AID 1961). 290,000 tested, 0.048% active. U2OS GPR55 beta-arrestin-GFP redistribution imaging; higher % means a stronger effect. activation, % at 10 µM, or EC50 in µM where a hit was titrated;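 active means activation above 40% with more than 50 cells counted in the well; inconclusive means wells holding fewer than 50 cells, flagged as toxic or sparse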;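 further: U2OS osteosarcoma cells stably expressing GPR55 and beta-arrestin-GFP; plate controls were DMSO negative control for no effect and LPI positive control for full effect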
GPR35 arrestin U2OS – inhibition of zaprinast-stimulated GPR35 beta-arrestin translocation – imaging, U2OS, beta-arrestin-GFP, zaprinast agonist, primary screen (AID 2058) | inhibition, % at 10 µM, or IC50 in µM where a hit was titrated | U2OS GPR35 beta-arrestin-GFP translocation imaging, zaprinast antagonism; higher % means a stronger effect | 290,000 tested, 0.052% active;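 active means inhibition of at least 50% with at least 30 cells and total cytoplasm GFP at most 10,000,000; inconclusive means under 30 cells or total GFP of 10,000,000 plus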
Yfh1-depleted yeast – enhancers of respiration in Yfh1-depleted yeast, dose response, Friedreich's ataxia, plus single-dose screen (AID 1465); S. cerevisiae Yfh1-off respiration, WST-1 reduction, 72 h; higher fold induction means a stronger effect; fold induction at 50 µM, or EC50 in µM where a hit was titrated; 220,000 tested, 0.074% active;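 active means fold induction of absorbance versus untreated yeast above a set limit, then at least 30% activation at any dose in follow-up; inconclusive means repeats straddling the limit, or above it without dose testing; inactive means fold induction below the set limit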;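 further: activators that raise dye reduction in frataxin-depleted yeast; strong numbers were not always called active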
MgcRacGAP inhibition – MgcRacGAP GTPase-activating activity inhibitors, confirmation, biochemical, ADP Hunter fluorescence | MgcRacGAP-stimulated Rac1 GTP hydrolysis, ADP Hunter fluorescence; higher % means a stronger effect; GST-tagged Rac1 F28L mutant substrate | inhibition, % at 30 µM; hits with a dose series show IC50 in µM | 340,000 tested, 0.6% active | AID 624330;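 active means first-screen hits whose inhibition reached a set limit at any dose in the follow-up dose series; inconclusive means inhibition above the set first-screen limit but never retested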;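 further: fluorescence reports GDP produced by GAP-driven GTP hydrolysis; strong numbers were not always called active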
GPR55 LPI antagonism – inhibition of LPI-stimulated GPR55 beta-arrestin translocation – imaging, U2OS, beta-arrestin-GFP, LPI agonist, primary screen (AID 2013); U2OS GPR55 beta-arrestin-GFP translocation imaging, LPI antagonism; higher % means a stronger effect; 290,000 tested, 0.13% active; inhibition, % at 10 µM; hits with a dose series show IC50 in µM;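 active means spots per cell inhibited over 60%, with over 100 cells counted and total cytoplasm intensity under 500,000; inconclusive means wells with under 100 cells, flagged as likely toxic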;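 further: U2OS cells stably carrying GPR55 and arrestin-GFP stimulated by 5 µM LPI near EC80; imaged beta-arrestin-GFP aggregate spots per cell after agonist stimulation; plate controls were LPI-stimulated DMSO wells for no effect and DMSO wells without LPI for full effect; some results filed as inactive read as strong as hits; confirmed hits need IC50 under 10 µM and bright autofluorescent wells are also inconclusive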
AID2073 – inhibitors of Mint1-CaV2.2 protein interaction, biochemical, HTRF (AID 2073); HTRF protein-protein interaction, Mint1-CaV2.2; higher % means a stronger effect; one-dose inhibition, % at 20 µM; IC50 in µM for titrated hits; 290,000 tested, 0.19% active; in the data active means inhibition mostly above about 51%, no sharp cut-off; inconclusive means no clear call, values can overlap the other calls; inactive means mostly below about 53%; further: some results filed as inactive read as strong as hits
NS5 inhibitors – flavivirus cap methylation enzyme inhibition – biochemical, confirmation dose response, primary screen (AID 588689); Dengue-2 NS5 methyltransferase capping enzyme assay, biochemical; higher % means a stronger effect; one-dose inhibition, % at 25 µM; IC50 in µM for titrated hits; 340,000 tested, 0.3% active; in the data active means a potency from the dose series; inconclusive means inhibition above about 29% without an active follow-up result
Large T inhibition – SV40 large T antigen inhibitors, biochemical (AID 1903); 310,000 tested, 0.39% active; inhibition, % at 20 µM, or IC50 in µM where a hit was titrated; SV40 large T antigen ATPase/helicase inhibition assay; higher % means a stronger effect; in the data active means a potency from the dose series; inconclusive means inhibition mostly from about 32% at the one dose, without a potency; inactive means the rest, 99 in 100 with inhibition below about 32%; further: strong numbers were not always called active
NTR1 ag cell count 20 µM – recorded beside NTR1 ag, whose call it bears; cell count; measured here: cell count, cytotoxicity flag
NS5 inhibitors pilot replicate – second read-out of NS5 inhibitors, no call of its own (marks repeat the call); inhibition, %; measured here: pilot screen replicate inhibition
Starred values were filed as active, the others as inactive; i = inactive; u = inconclusive; x = no result given.

SMILES	NTR1 ag	NTR1 ag cell count 20 µM	GPR55 activation	GPR35 arrestin U2OS	Yfh1-depleted yeast	MgcRacGAP inhibition	GPR55 LPI antagonism	AID2073	NS5 inhibitors	Large T inhibition	others
CSc1ccc(CN(C)CC(=O)Nc2ccccc2Br)cc1	8.0	45	-0.3%	6%	i	-1%	8%	-5%	-4%	12%
Cc1cc(C)cc(NC(=O)CCc2ccc(C)o2)c1	0.6	58	0.2%	8%	x	6%	-12%	9%	0%	0%
COC(=O)c1cc(S(=O)(=O)N2CCOCC2)ccc1Sc1ccccc1N	2.1	90	0.8%	13%	i	-2%	2%	-6%	-9%	-5%
O=C(CSc1nnc(Cc2ccccc2)o1)N1CCCC1	3.9	42	0.2%	-15%	i	-1%	-7%	8%	-5%	10%
C=CCn1c(SCC(=O)Nc2cc(NC(C)=O)ccc2OC)nnc1-c1cccnc1	1.4	87	-0.1%	19%	i	5%	15%	3%	6%	3%	NS5 inhibitors pilot replicate=-2.4
CC(C)CCNc1nc(N)c([N+](=O)[O-])c(N2CCCCCC2)n1	17	80	0.0%	-20%	x	7%	-7%	7%	-1%	11%
Cc1nn(-c2ccccc2)c(Cl)c1/C=N/NC(=O)CNc1n[nH]c(=O)[nH]c1=O	-1.4	82	-1.0%	-4%	i	x	-9%	6%	x	4%
Cc1ccc(C)c(OCc2cc(C(=O)N3CC[C@@H]4CCCC[C@H]4C3)no2)c1	1.3	76	-0.1%	5%	x	7%	17%	-20%	-2%	9%
COc1ccc(Cl)cc1N(CC(=O)NC(C)(C)C)S(=O)(=O)c1ccc(C)c([N+](=O)[O-])c1	0.2	59	0.1%	-6%	i	0%	11%	-9%	2%	17%
CC(C)N(Cc1cc2ccccc2[nH]c1=O)C(=O)C(C)(C)C	-0.5	140	-0.3%	13%	i	-1%	2%	2%	-1%	9%
CCC(=O)N1C(=O)C2(Nc3ccccc3N2)c2ccccc21	0.2	60	-0.3%	-20%	i	x	8%	21%	x	-1%
Nc1nonc1-n1nnc(C(=O)c2ccccc2)c1-c1ccccc1	2.3	44	-0.1%	-4%	i	0%	14%	-1%	-2%	14%
COCC(=O)Nc1nc2ccc(C)cc2s1	-1.9	82	-0.3%	-6%	i	6%	8%	5%	-3%	-1%
O=C(/C=C/c1cccc(F)c1)NC1CCN(Cc2ccccc2)CC1	1.8	56	x	-6%	x	6%	1%	9%	-3%	6%
CC(=O)c1cnn(-c2ccc(Cl)c(Cl)c2Cl)c1C	1.3	49	-0.1%	-5%	i	x	-8%	2%	x	2%
COc1nc(N)c(S(=O)(=O)c2ccccc2)cc1C#N	-1.9	88	-0.3%	9%	i	10%	17%	6%	-7%	-27%
CCCCS(=O)(=O)NC1=NCN(CCO)CN1	-2.1	74	0.3%	-11%	i	5%	-11%	-7%	-9%	1%
C=CC(O)Cc1c(C)n[nH]c1C (stereo unspecified)	-0.4	60	-0.1%	1%	i	0%	5%	22%	2%	-1%
Cc1cccc(/N=C/c2c(O)cc(C)oc2=O)n1	-1.2	41	-0.1%	-5%	i	11%	-3%	6%	-19%	8%
Cc1ccc(/C=N/NC(=O)Nc2ccccc2)o1	0.7	46	0.4%	-5%	i	4%	20%	-4%	-4%	5%
CCOC(=O)c1ccc(CNC(=O)CSc2nnnn2-c2ccc(Cl)cc2)o1	-1.9	78	0.0%	5%	x	1%	5%	-3%	-6%	9%
Cc1cc(OCC(=O)NNC(=S)NC(=O)c2cccs2)ccc1Cl	1.5	59	-0.1%	6%	x	8%	-5%	-30%	3%	9%
O=C(NNC(=O)C1CC1)c1cc(Cl)nc2ccccc12	-0.9	60	0.2%	12%	x	6%	9%	-5%	-3%	11%
COc1cc(C(=O)NC(=S)Nc2ccc3oc(=O)ccc3c2)cc(OC)c1OC	0.1	62	0.2%	22%	i	-1%	1%	2%	-9%	15%
CC1=[N+](CC(=O)c2ccccc2)CCn2cccc21	0.8	29	0.0%	18%	i	x	0%	26%	x	21%
CC(C)(C)c1ccc2c(c1)N(CC(=O)N1CCOCC1)C(=O)CO2	-1.0	44	0.0%	-3%	x	2%	10%	11%	-2%	13%
C=CCn1c(CCNC(=O)c2cccs2)nnc1SCC(=O)c1ccc(Cl)cc1	0.1	55	0.1%	9%	i	10%	-3%	-6%	-4%	6%
O=C(COC(=O)CNC(=O)c1ccccc1)Nc1ccc(S(=O)(=O)N2CCOCC2)cc1	0.0	64	-0.5%	8%	i	-15%	4%	-3%	-8%	14%
COc1cc(-c2nc3ccccn3c2/N=C/c2cccc(OC)c2O)ccc1O	-0.1	97	0.1%	6%	i	11%	-15%	1%	6%	8%
CCc1nnc(N/N=C/c2ccc(-c3ccc([N+](=O)[O-])cc3)o2)n1N	0.5	52	-0.4%	-2%	u	8%	-8%	11%	-12%	14%
O=C(CSc1nnc(Nc2ccccc2F)s1)Nc1cccc(S(=O)(=O)N2CCCCC2)c1	10	54	-0.4%	-2%	i	7%	11%	4%	0%	8%
CCOC(=O)C1=C(N)n2c(s/c(=C\c3ccco3)c2=O)=C(C(=O)OC(C)C)C1c1ccco1 (stereo unspecified)	-0.1	64	0.3%	2%	i	7%	4%	27%	12%	u
COc1cccc(CC(=O)N2CCC(n3nccc3NC(=O)C3CC3)CC2)c1	-0.2	66	-0.1%	-13%	x	13%	-2%	2%	-3%	14%
O=C(Cc1ccccc1)Nc1nnc(-c2cccc([N+](=O)[O-])c2)s1	-1.8	66	-0.1%	4%	i	1%	0%	3%	-7%	3%
Cc1ccccc1NS(=O)(=O)c1ccc(OCC(=O)NCc2ccco2)cc1	0.2	78	-0.2%	-9%	i	5%	8%	-2%	5%	5%
Cc1cc(OCC(C)C)ccc1/C(O)=C1/C(=O)C(=O)N(Cc2cccnc2)C1c1ccncc1 (stereo unspecified)	1.0	38	-0.2%	13%	i	13%	12%	12%	6%	10%
COc1cc(C(=O)Nc2nc(-c3ccc(F)cc3)cs2)ccc1OCC(=O)N1CCOCC1	-0.5	28	-0.4%	-14%	i	11%	-1%	5%	-3%	2%
CC(C)(C)c1csc(NC(=O)Cc2cccs2)n1	0.9	58	-0.1%	11%	i	8%	10%	12%	-11%	19%
Cc1cc(NC(=O)Cn2cc([N+](=O)[O-])cn2)n(Cc2ccc(F)cc2)n1	-1.0	68	0.0%	-5%	i	11%	1%	5%	3%	-7%
O=C(Nc1ccccc1-c1ccccc1NC(=O)c1ccco1)c1ccco1	-1.2	47	1.0%	-10%	i	12%	-14%	6%	-6%	28%
COCCn1nnnc1CN1CCN(c2cccc(C(F)(F)F)c2)CC1	-0.5	62	-0.1%	12%	i	7%	0%	-3%	-8%	3%
COC(=O)c1nn(-c2cccc(C(F)(F)F)c2)ccc1=O	1.8	56	-0.1%	6%	x	14%	-5%	12%	3%	18%
CC[C@]1(c2ccccc2)C(=O)N(C(=O)OC)N1C(=O)OC	-0.9	93	-0.2%	3%	x	4%	-4%	3%	-6%	15%
COC(=O)C1=C(CN2CCSCC2)NC(=O)NC1c1cc(C)ccc1C (stereo unspecified)	-0.1	53	-0.2%	15%	i	5%	14%	-7%	-3%	1%
CCOC(=O)N1CCC(Nc2cc(C)nc3c(-c4ccccc4OC)c(C)nn23)CC1	1.2	50	-0.3%	10%	x	2%	5%	14%	-4%	-1%
COc1ccccc1N1CCN(C(=O)CSc2nnc(NC(=O)C3CCC3)s2)CC1	-0.7	75	-0.2%	22%	i	2%	5%	-2%	5%	7%
COCCNS(=O)(=O)c1ccc2c(c1)C(=O)c1cc(S(=O)(=O)NCCOC)ccc1-2	-1.7	95	0.4%	-8%	i	0%	3%	3%	0%	15%	NS5 inhibitors pilot replicate=-3.1
CCOCCCNC(=O)C(NC(=O)c1ccccc1O)c1ccccc1 (stereo unspecified)	1.0	48	0.4%	2%	i	-5%	-4%	1%	x	-2%
COc1ccc(N(CC(=O)NC2CCCCCC2)S(=O)(=O)c2ccc(C)cc2)cc1OC	-1.0	86	0.2%	4%	x	12%	-5%	1%	-6%	11%
CCC(C)(C)c1ccc(OCCCC[n+]2ccc(C)cc2)c(C(C)(C)CC)c1	4.8	71	1.6%	37%	i	x	12%	8%	x	5%

Gathered by group: the entries above containing an aryl thioether with sulfur outside any ring.
SMILES	NTR1 ag	NTR1 ag cell count 20 µM	GPR55 activation	GPR35 arrestin U2OS	Yfh1-depleted yeast	MgcRacGAP inhibition	GPR55 LPI antagonism	AID2073	NS5 inhibitors	Large T inhibition	others
CSc1ccc(CN(C)CC(=O)Nc2ccccc2Br)cc1	8.0	45	-0.3%	6%	i	-1%	8%	-5%	-4%	12%
COC(=O)c1cc(S(=O)(=O)N2CCOCC2)ccc1Sc1ccccc1N	2.1	90	0.8%	13%	i	-2%	2%	-6%	-9%	-5%
O=C(CSc1nnc(Cc2ccccc2)o1)N1CCCC1	3.9	42	0.2%	-15%	i	-1%	-7%	8%	-5%	10%
C=CCn1c(SCC(=O)Nc2cc(NC(C)=O)ccc2OC)nnc1-c1cccnc1	1.4	87	-0.1%	19%	i	5%	15%	3%	6%	3%	NS5 inhibitors pilot replicate=-2.4
CCOC(=O)c1ccc(CNC(=O)CSc2nnnn2-c2ccc(Cl)cc2)o1	-1.9	78	0.0%	5%	x	1%	5%	-3%	-6%	9%
C=CCn1c(CCNC(=O)c2cccs2)nnc1SCC(=O)c1ccc(Cl)cc1	0.1	55	0.1%	9%	i	10%	-3%	-6%	-4%	6%
O=C(CSc1nnc(Nc2ccccc2F)s1)Nc1cccc(S(=O)(=O)N2CCCCC2)c1	10	54	-0.4%	-2%	i	7%	11%	4%	0%	8%
COc1ccccc1N1CCN(C(=O)CSc2nnc(NC(=O)C3CCC3)s2)CC1	-0.7	75	-0.2%	22%	i	2%	5%	-2%	5%	7%
